# Screening results from PubChem.
# TTR transcr act: increases transthyretin transcription | SH-SY5Y TTR promoter Gaussia luciferase, luminescence; 100% = recombinant luciferase protein wells | activation, % at 16.7 µM | 92,000 tested, 1.3% active | AID 1117267;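 active means activation above the mean of all tested compounds plus 3 SD, cut at about 9.5% in these data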;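 further: cells exposed to compounds for one day before reading; 0% = median of all test compound wells on the plate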
# * = called active by the depositor. Only part of the results is shown. The share of hits here may be higher or lower than overall.
TTR transcr act	canonical_smiles
0.2	CCN(CC)S(=O)(=O)c1cccc(NC(=O)CSc2nnc(N)s2)c1
-3.2	CC(C)(O)c1cc2ccc(C#Cc3ccsc3)cc2c(=O)o1
-1.6	Cc1oc(-c2ccccc2Cl)nc1CN1CCCN(C(=O)c2ccco2)CC1
-1.4	O=C(NCCN1CCCC1)c1ccc(Cn2c(=S)[nH]c3ccc(Br)cc3c2=O)cc1
4.3	CC(C)OCCCNC1=C(Cl)C(=O)c2ccccc2C1=O
-2.3	O=C(Nc1cccc(S(=O)(=O)N2CCOCC2)c1)c1ccc(N2CCCC2=O)cc1
-0.5	CCc1noc(C)c1C(=O)OCC(=O)c1ccc(NC(=O)CC(C)C)cc1
-5.7	O=C(Nc1cccc([N+](=O)[O-])c1)c1cc2ccccc2cc1O
2.9	CCOC(=O)c1ccc(N(CC(=O)NC2CCCC2)C(=O)CNC(=O)c2ccco2)cc1
1.8	CC[C@@H]1C/C=C\Cc2ccccc2[C@H](C(=O)C[C@H](O)CC(C)=O)OC1=O
2.9	CC(C)C(=O)Nc1nnc(CSCc2ccccc2F)s1
-3.3	Cc1cccc(-n2c(SCC(N)=O)nc3c(c2=O)C2(CCCC2)Cc2ccccc2-3)c1
3.4	CCCC(=O)Nc1ccc(C(=O)NCCCn2ccnc2)cc1
0.4	CCC1NC(=O)c2cccnc2-n2c1nc1cc(C)cc(C)c1c2=O (stereo not drawn)
-1.9	O=C(Nc1nc2ccccc2s1)c1cccc(S(=O)(=O)N2CCc3ccccc32)c1
0.9	COc1ccc(S(=O)(=O)N2CCCCCC2)cc1C(=O)NCc1ccco1
-4.3	O=C1OCCN1c1c(-c2ccccc2)c(N2CCOCC2)nc2ccccc12
2.9	CN(NC(=O)c1ccccc1)c1ncc(C(F)(F)F)cc1Cl
-0.9	O=C(N1CCCC1)n1ncc(-c2ccc(-c3ccccc3)cc2)n1
1.4	S=C(Cc1ccccc1)N1CCOCC1
3.2	CNc1cccc(-c2cccc(C(=O)N3CCOCC3)c2)n1
-0.3	Cc1cc(S(=O)(=O)Nc2ccc3cn[nH]c3c2)c(C)cc1Cl
0.2	O=C(CN1C(=O)COc2ccc(S(=O)(=O)N3CCCC3)cc21)Nc1cccc(F)c1
0.4	O=C(NCc1cccnc1)c1ccc([N+](=O)[O-])cc1
5.0	COc1ccc(C(=O)NCC(=O)OCC(=O)c2cc(OC)c(OC)c(OC)c2)cc1OC
-0.9	Cc1csc(SC(C)C(=O)NCC(=O)Nc2ccc(F)c(F)c2F)n1 (stereo not drawn)
-0.1	COc1cccc(CN(C)C(=O)c2ccc(NC(=O)CC3SC(N4CCCCC4)=NC3=O)cc2)c1OC (stereo not drawn)
1.1	COc1ccc(N2CCN(Cc3nc4cc(Cl)ccc4c(=O)[nH]3)CC2)cc1
-0.8	O=C(NC1CCCC1)NS(=O)(=O)c1ccccc1Cl
0.5	COc1ccc(CCNC(=O)CCCCCN2C(=O)c3ccccc3C2=O)cc1
1.4	COc1ccc(C(=O)CSC2=C(C#N)C3(CCCCC3)C(C#N)=C(N)N2)cc1
-1.7	C[C@@]12CC[C@@H](C3=C(CCC3)C1)N2c1ccccc1
-2.0	CC(C)CC1NC(=O)c2ccc(Cl)cc2-n2c1nc1ccc(Cl)cc1c2=O (stereo not drawn)
2.5	CCOC(=O)C(C(=O)OCC)N(C#N)c1nc(OC)nc(N(C)C)n1
2.0	COc1ccc(N2C(=S)NC3CS(=O)(=O)CC32)cc1 (stereo not drawn)
-1.8	CCOc1ccccc1NC(=O)CN1CCC(C(=O)c2ccc(OC)cc2)CC1
2.4	CNC(=O)C[C@H]1C(=O)N(C2CCCCC2)C[C@@H]1C
2.2	O=C1OC2(O)C3C4C=CC(C4)C3C(=O)N2c2ccccc21 (stereo not drawn)
-1.1	COc1ccc(C(=O)CSc2ccccc2C(=O)O)cc1
8.5	C[C@@H]1CN([C@@H](C)CO)C(=O)CCCn2nncc2CO[C@@H]1CN(C)S(=O)(=O)c1ccccc1

# Compounds above containing two or more sulfur atoms (5):
TTR transcr act	canonical_smiles
0.2	CCN(CC)S(=O)(=O)c1cccc(NC(=O)CSc2nnc(N)s2)c1
2.9	CC(C)C(=O)Nc1nnc(CSCc2ccccc2F)s1
-1.9	O=C(Nc1nc2ccccc2s1)c1cccc(S(=O)(=O)N2CCc3ccccc32)c1
-0.9	Cc1csc(SC(C)C(=O)NCC(=O)Nc2ccc(F)c(F)c2F)n1 (stereo not drawn)
2.0	COc1ccc(N2C(=S)NC3CS(=O)(=O)CC32)cc1 (stereo not drawn)

# (continued)
TTR transcr act	canonical_smiles
-1.5	CN(CC(=O)Nc1cc(S(=O)(=O)N2CCCC2)ccc1Cl)Cc1cccs1
-0.4	O=C(O)C[C@H]1c2cc(F)ccc2S(=O)(=O)N1C1CCCCC1
-1.3	Cc1ccccc1-n1c(SCC(=O)Nc2c(C)cccc2C)nc(O)cc1=O
0.5	O=C(Nc1ccccc1)C(Cc1ccccc1)NC(=O)C12CC3CC(CC(C3)C1)C2 (stereo not drawn)
2.0	Cc1n[nH]c(C)c1S(=O)(=O)N1CCCC(C(=O)NC2CCCCC2)C1 (stereo not drawn)
1.5	O=C(Nc1ccc2c(c1)C(=O)NC2=O)c1cccc(C(F)(F)F)c1
3.4	Cn1cc(CNC(=O)Nc2ccc3c(c2)OCO3)cn1
-1.1	CC[C@@]1(C(=O)OC)N[C@H](CN(C)C(=O)c2ccc(C)cc2)[C@@H]2C(=O)N(Cc3ccccc3)C(=O)[C@@H]21
1.0	CN1CCn2cnc(C(=O)NCCCCCNC(=O)OC(C)(C)C)c2C1=O
0.2	COc1ccc(NC(=O)Nc2ccc(F)cc2)c(C)c1
-0.2	Cc1cc(-c2nnc(SCC(=O)c3ccc4c(c3)OCCO4)o2)no1
1.1	CCn1c(C)nc2cc(C(=O)N/N=C/c3ccc(O)cc3)ccc21
1.2	Cc1cccc(NC(=O)Nc2ccc(C#N)cc2)n1
-3.6	Cc1ccc(C(=O)n2c(N)nc3ccccc32)cc1
4.1	COc1ccccc1NC(=O)c1c([N+](=O)[O-])c(C(C)(C)C)nn1C
8.9	COC(=O)CCSCC(=O)N1N=C(c2ccc(OC)cc2)CC1c1cccc(OC)c1OC (stereo not drawn)
2.1	Cc1ccc(O)c(N=Nc2ccc(S(=O)(=O)N3CCOCC3)cc2)c1
0.8	CC12CCC(C(=O)Nc3ccc(Br)cn3)(OC1=O)C2(C)C (stereo not drawn)
2.0	O=C(Nc1ccccc1)C1CCCN1C(=O)Nc1ccccc1[N+](=O)[O-] (stereo not drawn)
0.7	CC1=C(C(=O)Nc2ccccc2)C(c2ccccc2[N+](=O)[O-])NC(=O)N1 (stereo not drawn)

# 5 compounds drawn at random from the list so far, as already listed:
TTR transcr act	canonical_smiles
-0.4	O=C(O)C[C@H]1c2cc(F)ccc2S(=O)(=O)N1C1CCCCC1
-1.1	CC[C@@]1(C(=O)OC)N[C@H](CN(C)C(=O)c2ccc(C)cc2)[C@@H]2C(=O)N(Cc3ccccc3)C(=O)[C@@H]21
8.9	COC(=O)CCSCC(=O)N1N=C(c2ccc(OC)cc2)CC1c1cccc(OC)c1OC (stereo not drawn)
1.0	CN1CCn2cnc(C(=O)NCCCCCNC(=O)OC(C)(C)C)c2C1=O
-1.3	Cc1ccccc1-n1c(SCC(=O)Nc2c(C)cccc2C)nc(O)cc1=O

# An excerpt from above in order of the TTR transcr act value, falling:
TTR transcr act	canonical_smiles
4.1	COc1ccccc1NC(=O)c1c([N+](=O)[O-])c(C(C)(C)C)nn1C
-0.2	Cc1cc(-c2nnc(SCC(=O)c3ccc4c(c3)OCCO4)o2)no1
-1.3	Cc1ccccc1-n1c(SCC(=O)Nc2c(C)cccc2C)nc(O)cc1=O

# (listing goes on)
TTR transcr act	canonical_smiles
-0.6	Cc1ccc(S(=O)(=O)N2CCCCC2)cc1C(=O)NCCCN1CCOCC1
1.0	COc1cccc(C(=O)NCCC2=CCCCC2)c1OC
0.1	O=C1CSC(c2ccccn2)N1c1ccc(C(F)(F)F)cc1 (stereo not drawn)
-1.9	O=C(COC(=O)c1ccc([N+](=O)[O-])o1)Nc1nc2ccccc2s1
-3.2	O=C(Nc1ccc2c(c1)CCCN2C(=O)c1cccs1)c1cccc(F)c1
5.4	Cc1ccc2nc(SCC(=O)Nc3ccc4c(c3)OCCO4)[nH]c2c1
-1.2	Cc1ccc(S(=O)(=O)N(C)C(C)CCc2ccco2)cc1 (stereo not drawn)
1.0	Cc1ccc(NC(=S)Nn2cnnc2)c(C)c1
0.8	CNC(=O)c1ccc(NC(=O)c2cc(S(=O)(=O)N(C)C)ccc2N2CCCC2)cc1
-2.4	COc1ccc2oc(=N)c(C(=O)Nc3ccccc3)cc2c1
-0.1	Oc1ccc(/C=N/Nc2nc(N3CCCCCC3)nc(N3CCCCCC3)n2)c(O)c1
-1.4	CC(=O)N1CCN(C(=O)c2ccc(Cl)c(S(=O)(=O)N3CC(C)OC(C)C3)c2)CC1 (stereo not drawn)
0.2	CC(/C=C1\SC(=S)N(NS(=O)(=O)c2ccc(C)cc2)C1=O)=C\c1ccccc1
4.0	COc1cccc2cc(-c3nnc(SCC(=O)Nc4cc(C(F)(F)F)ccc4Cl)n3N)oc12
2.1	C[C@@H](CSc1ccc(Br)cc1)CN1CC[C@H](O)CCC1=O
-1.2	CNS(=O)(=O)c1cccc(C(=O)NNC(=O)c2ccc(COc3ccccc3)cc2)c1
-0.9	COc1ccc(NC(=O)Cn2c(=O)oc3cc(S(=O)(=O)N4CCCC4)ccc32)cc1
0.1	COC(=O)/C=C/C(=O)Nc1ccc(O)c(Cl)c1
0.1	CC(=O)c1cccc(CN2CCCC(C(=O)c3ccc4c(c3)OCO4)C2)c1 (stereo not drawn)
-1.5	CCCC1C2C(=O)N(c3ccc(OC)cc3)C(=O)C2ON1c1ccccc1 (stereo not drawn)
6.8	CCN(CC)S(=O)(=O)c1ccc(N2CCOCC2)c(NC(=O)C2=COCCO2)c1
-4.0	ON=C(CCc1ccccc1)c1ccccc1
-0.7	CCc1c(N=O)c(-c2ccccc2)n(O)[n+]1[O-]
3.4	CCCCNC(=O)c1ccc(Cn2c(=S)[nH]c3c([nH]c4ccc(OC)cc43)c2=O)cc1
7.4	CN(Cc1ccc(C(F)(F)F)cc1)C(=O)[C@H]1O[C@@H](n2ccc(=O)[nH]c2=O)[C@H](O)[C@@H]1O
0.2	CCc1cccc2c(C(=S)N3CCOCC3)c[nH]c12
-0.8	Cc1ccccc1N1C(=O)C(Oc2ccc(Cl)cc2)C1CNCC1CCCO1 (stereo not drawn)
0.8	COc1cc(C=O)ccc1OS(=O)(=O)c1ccccc1[N+](=O)[O-]
2.5	CC(C)Sc1cc(N2CCCC2)nc(-c2ccccc2)n1
2.9	Cc1cc(C)c2[nH]c(=O)c(=O)[nH]c2c1
0.5	O=C(/C=C/c1ccccc1Cl)N1CCOCC1
0.3	c1csc(-c2ccn[nH]2)c1
-0.6	O=C(/C=N/NC(=O)c1ccc(Cl)cc1Cl)c1ccccc1
0.9	CCOC(=O)C1=CN(Cc2ccco2)S(=O)(=O)NC1c1cccc(OC)c1 (stereo not drawn)
-0.5	Cc1ccc(S(=O)(=O)N/N=C/c2cccc(OC3CSC3)c2)cc1
-1.0	CC(=O)Nc1ccc(S(=O)(=O)N(Cc2ccco2)CC2CCCO2)cc1 (stereo not drawn)
-2.6	CCOc1ccc(/C=N/NC(=O)CC(=O)Nc2ccc(Cl)c(Cl)c2)cc1
5.5	Cn1c(SCC(=O)N2CCCC2)nc2ccccc2c1=O
-2.2	COC(=O)N/N=C/c1cccs1
9.6	COC(=O)[C@]12CCCCC=C1N(Cc1ccc(OC)cc1)C(=O)[C@@H]2CC(=O)NCCCCc1ccccc1
-0.9	COc1ccc2c3c(cccc13)OC2=O
-1.3	COC(=O)c1cc(C(=O)Nc2nc3ccccc3[nH]2)cc([N+](=O)[O-])c1
0.5	O=S1(=O)CC(N2CCCCC2)C1CN1CCCCC1 (stereo not drawn)
-0.9	CCCC(=O)Nc1nnc(SCC(=O)N2CCCCC2)s1
-1.1	O=C(CNCc1ccco1)Nc1ccc(Oc2ccccc2)cc1
-1.6	CCOC(=O)NC1(NC(C)C)Oc2ccccc2O1
-1.7	O=S(=O)(N/N=C\c1cccc(F)c1)c1ccccc1
0.8	Cc1cc(S(=O)(=O)NC2CCN(Cc3ccccc3)CC2)c(C)cc1Cl
-2.3	COC(=O)CCCCC1SCC(NC(=O)c2ccccc2)C1OC(C)=O (stereo not drawn)
-0.5	O=C(NC1CCCCC1)OC[C@@H]1CSCCS(=O)(=O)N1
-1.5	O=C(OCC(=O)N1CCOCC1)c1ccccc1Cc1ccccc1
-0.1	Cc1ccc2cc([N+](=O)[O-])ccc2n1
-2.3	COc1ccc(-c2noc(CCCOc3ccccc3)n2)cc1OC
5.3	COc1ccc2c(c1[N+](=O)[O-])CCC/C2=N/OC(=O)c1cccc2ccccc12
-1.9	CCOC(=O)c1c(NC(=O)C(C)N2CCN(C(=O)c3ccco3)CC2)sc2c1CCCC2 (stereo not drawn)
-0.5	O=C1N=c2ccccc2=C1c1sc(=S)n(Cc2ccccc2Cl)c1O
1.1	O=C(C1CCCC1)N1CCN(S(=O)(=O)c2ccc(F)c(F)c2F)CC1
1.0	COc1ccc(CN(C(=O)CSc2nnc(-c3ccc(OC)c(OC)c3)o2)c2ccc(F)cc2)cc1
-0.2	Cc1ccc(C(=O)NCCCN2CCOCC2)cc1S(=O)(=O)N1CCCCC1
1.7	COc1ccc(-c2csc3ncnc(Oc4ccc5c(C)cc(=O)oc5c4)c23)cc1

# New compounds follow.
TTR transcr act	canonical_smiles
-0.3	CCN(CC)CCNC(=O)c1cn(CC)c2cc(N3CCN(C(=O)c4ccco4)CC3)c(F)cc2c1=O
-0.8	CC(NC(=O)COC(=O)c1cn(-c2ccccc2)nc1-c1cccs1)c1ccccc1 (stereo not drawn)
2.3	C[C@@H]1COC(=O)[C@@H](Cc2ccc(F)cc2)CC/C=C\C[C@@H](CC(=O)NCCO)C(=O)N1
-0.4	Cc1ccc(NC(=O)COC(=O)C2CC2)c(Br)c1
3.2	CCOC(=O)C1=C(C)Nc2ncnn2C1c1cccs1 (stereo not drawn)
1.1	CC(C)CC(=O)NC(=S)Nc1ccccc1C(F)(F)F
2.5	COc1cc(Cl)c(C)cc1N1C(=O)CN(Cc2ccccc2)C1=S
-2.5	CCCNC(=O)c1onc(CSc2ccc(F)cc2)c1C(=O)NC(C)C
-0.9	COC(=O)c1ccc(/C=C(\C#N)c2ccccn2)cc1
